Wee1 stabilizer: Wee1 degradation inhibitors, primary screen, cell-based, HeLa, Wee1K328M-luciferase, luminescence | Wee1-like protein kinase (Homo sapiens), P30291 | HeLa Luc-Wee1K328M stability; 100% = proteasome inhibitor MG132 effect | reporter increase, % at 5 µM | hit rate 1.2% among 220,000;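 active means activation above the mean of all tested compounds plus 3 SD, set per screening run, cut at about 8.8% in these data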;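 further: cells exposed to compound for 20 h before luminescence read; 0% = DMSO alone and 100% = MG132 at 30 µM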
Target sequence (P30291 whole entry K328M): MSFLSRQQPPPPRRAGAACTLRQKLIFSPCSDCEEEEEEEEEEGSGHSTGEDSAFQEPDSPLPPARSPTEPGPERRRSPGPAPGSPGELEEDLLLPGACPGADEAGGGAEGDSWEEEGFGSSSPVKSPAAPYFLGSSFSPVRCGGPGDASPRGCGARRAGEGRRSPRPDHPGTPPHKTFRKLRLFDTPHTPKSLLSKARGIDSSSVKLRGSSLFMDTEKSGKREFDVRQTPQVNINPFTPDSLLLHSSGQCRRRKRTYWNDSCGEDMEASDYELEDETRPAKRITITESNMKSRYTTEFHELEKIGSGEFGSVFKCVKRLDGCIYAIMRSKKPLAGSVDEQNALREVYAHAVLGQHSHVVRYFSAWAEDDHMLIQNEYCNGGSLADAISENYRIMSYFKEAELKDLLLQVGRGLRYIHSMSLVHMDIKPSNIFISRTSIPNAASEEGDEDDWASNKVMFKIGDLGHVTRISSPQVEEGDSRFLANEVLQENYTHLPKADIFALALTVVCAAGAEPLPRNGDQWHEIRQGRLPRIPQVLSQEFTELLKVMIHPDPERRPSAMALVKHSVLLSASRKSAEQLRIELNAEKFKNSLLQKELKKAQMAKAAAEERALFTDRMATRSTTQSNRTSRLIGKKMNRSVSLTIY
TRPML3 agonist: human TRPML3 channel agonists, primary screen, cell-based, HEK293 TRPML3-YFP, Fluo-8 calcium fluorescence, 3 µM; 100% = the carbachol control signal; activation, % at 3 µM; hit rate 0.29% among 220,000;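 active means activation above its plate's cutoff, the mean activation of the plate's test wells plus 3 SD, cut at about 12% in these data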;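 further: 0% = DMSO only wells and 100% = carbachol wells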
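system = HEK293 cells stably carrying human TRPML3-YFP | doses = one concentration, 3 µM nominal, 0.3% DMSO | timing = dye loading 1 h 37 °C then 30 min ambient, 125 s read | detection = Fluo-8 calcium dye fluorescence, ex 470-495, em 515-575 nm | benchmarks = high control carbachol 87 µM, low control DMSO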
CHOP inh: inhibitors of CHOP promoter induction, primary screen, cell-based, unfolded protein response, luciferase reporter; CHO-K1 CHOP-promoter luciferase, tunicamycin-induced, 15-18 h; inhibition, % at 10 µM; hit rate 3.8% among 220,000; AID 2732, 2010;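 active means compounds that reduced the stress-induced luciferase reporter signal by more than about 70% of percent inhibition, limit read from the data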;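 further: 0% = tunicamycin plus vehicle and 100% = wells without tunicamycin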
PPC-1+TRAIL kill: compounds killing PPC-1 cancer cells with TRAIL present, primary screen, TRAIL potentiator project, ATPLite luminescence, uHTS; hit rate 0.41% among 220,000; cell killing (% activity), % at 4 µM; PPC-1 cells + TRAIL, ATPLite viability luminescence; AID 1443, 2008;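 active means cell killing above 50% in the first pass at 4 µM, then a duplicate retest at 5 µM averaging 50% or more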;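 further: plate controls were cells with TRAIL plus DMSO for no effect and medium-only wells lacking cells for full effect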
RBBP9 inh: human RBBP9 inhibitors, primary screen, biochemical, fluorescence polarization, FP-Rh probe, HTS | Serine hydrolase RBBP9 (Homo sapiens), O75884 | recombinant RBBP9 | inhibition, % at 7.94 µM | hit rate 0.2% among 220,000 | AID 1515, 2009;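 active means inhibition above the campaign mean of all tested compounds plus 3 SD, cut at about 14% in these data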;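 further: plate controls were DMSO wells with RBBP9 for no effect and wells lacking RBBP9 protein for full effect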
Target sequence (O75884 whole entry, looked up): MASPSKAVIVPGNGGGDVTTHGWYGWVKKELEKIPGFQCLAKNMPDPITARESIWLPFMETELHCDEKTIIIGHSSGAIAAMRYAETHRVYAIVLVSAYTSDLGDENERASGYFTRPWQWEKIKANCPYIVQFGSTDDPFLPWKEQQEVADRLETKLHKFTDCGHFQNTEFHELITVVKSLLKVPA
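System: RBBP9 protein / Quantity: 2.5 µM RBBP9 dispensing solution, before mixing / Also added: Serine-hydrolase probe FP-Rh, 375 nM pre-mixing / Dosing: 7.94 µM single dose, 0.794% DMSO / Timing: enzyme-compound preincubation 30 min, then probe labeling 45 min, 25 °C / Signal: FP readout at 525/598 nm / Controls: DMSO-treated enzyme wells and wells lacking RBBP9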
BaF3 parental: parental Ba/F3 cell viability inhibition, counter-screen for JAK2V617F inhibitor project, murine pro-B, CellTiter-Glo luminescence. CellTiter-Glo ATP luminescence. inhibition, % at 5.6 µM. hit rate 1.1% among 220,000. AID 1486, 2009;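 active means inhibition above a per-campaign cutoff, the mean inhibition of all tested compounds plus 3 SD, cut at about 27% in these data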;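 further: 0% = DMSO wells and 100% = JAK Inhibitor I control wells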
zfTRPN1 agonist: zebrafish TRPN1 channel agonists, primary screen, cell-based, HEK293, calcium fluorescence. HEK293 zebrafish TRPN1-YFP, Fluo-8 calcium fluorescence; 100% = response to 87 µM carbachol. activation, % at 3 µM. hit rate 0.18% among 220,000. transient receptor potential cation channel N1 (TRPN1/NompC), Danio rerio. AID 1424, 2008;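 active means activation above its plate's cutoff, the mean activation of test wells on that plate plus 3 SD, cut at about 19% in these data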;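 further: 0% = DMSO alone and 100% = 87 µM carbachol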
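Material: zebrafish TRPN1-YFP in HEK293 cells. Doses: one dose of 3 µM, 0.3% DMSO. Incubation: dye 1 h 37 °C plus 30 min RT. Measured by: intracellular calcium fluorescence with Fluo-8.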
TNF death inh: inhibitors of TNF-alpha triggered necroptosis, primary screen, cell-based, Jurkat FADD-/-, single concentration. Jurkat FADD-/- TNF necroptosis rescue, ATP luminescence, 24 h; 0 = TNF only, 100 = no-TNF cells. activation (protection from cell death), % at 10 µM. hit rate 0.068% among 220,000. AID 463075, 2010;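 active means activation, meaning protection from cell death, of at least 50% relative to plate controls; inactive means activation below 50%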;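 further: necroptosis triggered by 40 ng/mL TNF-alpha added together with compound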
Ba/F3 V617F tox: reduced viability of JAK2V617F-dependent Ba/F3 cells, primary screen, JAK2V617F inhibitor project, cell-based, Ba/F3 EpoR-JAK2V617F, luminescence; ATP luminescence; inhibition, % at 5.6 µM; hit rate 1.1% among 220,000;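 active means inhibition above the campaign mean plus 3 SD over all tested compounds, cut at about 24% in these data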;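 further: cytokine-independent growth of Ba/F3 cells driven by EpoR plus mutant JAK2; 0% = DMSO-treated cells and 100% = JAK inhibitor I control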
Starred values were filed as active, the others as inactive; . = no result given. Hits appear at their usual frequency; 6.8% or so of the library scored in one or more.

| No. | structure | CHOP inh | PPC-1+TRAIL kill | TNF death inh | RBBP9 inh | Wee1 stabilizer | zfTRPN1 agonist | TRPML3 agonist | Ba/F3 V617F tox | BaF3 parental |
| --- | --- | --- | --- | --- | --- | --- | --- | --- | --- | --- |
| 1 | O=C(Nc1ccc(Br)cc1)C1CCCN(S(=O)(=O)c2cccnc2)C1 (configuration not stated) | 7 | 4 | 3.1 | -12 | -2 | 0.9 | 1.2 | 1 | 2 |
| 2 | NC1=NC(=O)C(Cc2cccc(Cl)c2Cl)S1 (configuration not stated) | -11 | 26 | 3.5 | -3 | 9.0* | 0.1 | -0.4 | -1 | 7 |
| 3 | O=C1NC2(CCCCC2)C(=O)N1Cc1ccc([N+](=O)[O-])cc1 | 4 | 6 | 2.8 | -4 | -1 | 0.9 | 0.7 | -3 | 3 |
| 4 | CCOc1ccc(C(=O)Nc2ccc(N3CCN(C(C)=O)CC3)cc2)cc1[N+](=O)[O-] | 21 | 20 | 1.3 | -3 | -4 | 0.9 | 0.9 | 0 | 8 |
| 5 | Cc1nn(C)c(=O)n1-c1ccc(Oc2ccccc2)cc1 | 12 | -4 | -1.8 | -3 | -3 | 1.3 | 0.3 | -3 | 7 |
| 6 | CC(=O)Nc1ccc2oc(-c3ccccc3Br)nc2c1 | -1 | 35 | -6.0 | -10 | 2 | 0.1 | 0.4 | 5 | 11 |
| 7 | Cc1ccc(OCC(=O)Nc2cccc3nsnc23)c(C)c1 | 30 | 28 | -0.3 | -5 | -1 | -0.4 | 0.4 | 0 | 2 |
| 8 | Cc1nc(C)c(-c2csc(N)n2)s1 | 11 | . | -0.1 | -4 | 3 | 2.5 | 0.4 | 3 | -2 |
| 9 | O=C(CSc1nc(-c2ccccc2)c(-c2ccccc2)[nH]1)NCC1CCCO1 (configuration not stated) | 55 | -3 | 0.5 | -8 | -1 | -1.7 | 0.1 | -2 | -1 |
| 10 | CNC(=O)NCC12CC3CC(CC(C3)C1)C2 | 12 | 16 | -2.1 | -6 | 0 | -0.3 | 0.6 | -1 | 0 |
| 11 | Cc1cccc(NC(=O)c2cnn3ccccc23)c1C | 43 | 0 | 4.7 | 3 | -1 | -0.3 | 0.6 | 28* | 10 |
| 12 | C=CCNC(=O)c1c(Br)cnn1-c1ccc(C)cc1 | -48 | 0 | 0.9 | 3 | 4 | -1.6 | -1.2 | -4 | 3 |
| 13 | CCCCNC(=O)C1CC(=O)N(C2CCCC2)C1 (configuration not stated) | 1 | -2 | 0.1 | -10 | -1 | 1.3 | 0.5 | 0 | 4 |
| 14 | NS(=O)(=O)c1ccc(CNC(=O)NC2(c3ccccc3)CC2)cc1 | 18 | 21 | 0.3 | -10 | -3 | 0.0 | 1.0 | 0 | 1 |
| 15 | CCOC(=O)c1c(NC(=O)CSc2nnnn2-c2ccccc2)sc2c1CCC(C)C2 (configuration not stated) | -14 | 6 | 1.2 | 0 | -1 | -0.8 | 1.3 | 0 | 7 |
| 16 | CCOC(=O)CCn1c(CC(=O)OCC)nc2ccccc21 | 22 | 18 | 1.1 | -3 | -1 | -0.9 | -0.7 | 1 | 6 |
| 17 | CS(=O)(=O)Nc1ccc(C2=NN(C(=O)c3ccco3)C(c3ccccc3)C2)cc1 (configuration not stated) | 21 | 27 | 2.4 | -3 | 2 | 1.3 | -0.2 | 4 | 6 |
| 18 | CCOC(=O)c1c(C)[nH]c(C2=NNC(=Nc3cccc(Cl)c3)SC2)c1C | 59 | 17 | -1.3 | 6 | 3 | 1.5 | 0.6 | 2 | 8 |
| 19 | O=C(O)CCc1ccc(S(=O)(=O)N2CCOCC2)cc1 | 55 | 40 | -1.1 | 5 | -1 | 0.8 | 0.3 | 2 | 8 |
| 20 | Clc1cccc(N2CCN(c3ncnc4nc[nH]c34)CC2)c1 | 22 | 21 | -4.7 | -2 | -2 | 1.5 | 1.6 | 0 | -1 |
| 21 | COc1ccc2occ(NC(C)=O)c2c1 | 16 | -11 | 1.2 | -6 | -1 | 0.3 | -0.1 | -3 | 3 |
| 22 | O=C(O)c1ccccc1S(=O)CCO (configuration not stated) | 4 | 10 | 0.5 | 0 | 2 | 0.1 | -0.2 | -1 | 6 |
| 23 | COc1ccccc1/C=C/C=N/n1c(-c2ccc(C)cc2)n[nH]c1=S | 5 | 4 | 1.3 | -1 | 1 | -1.4 | 0.7 | -1 | 9 |
| 24 | COc1ccc(-c2cn3c(C)c(C(=O)Nc4cc(NC(C)=O)ccc4OC)sc3n2)cc1 | . | 10 | -10 | -2 | 5 | 1.5 | 0.6 | 49* | 44* |
| 25 | CC(C)CNC(=O)NC(=O)COC(=O)c1cc([N+](=O)[O-])ccc1NCc1ccccc1Cl | -1 | 32 | -0.7 | 1 | -2 | 1.9 | 0.5 | 1 | 13 |
| 26 | O=C(CN1C(=O)COc2ccc(S(=O)(=O)N3CCCC3)cc21)NCc1ccccn1 | -10 | -1 | 6.1 | 5 | -2 | 0.8 | 1.1 | -5 | 3 |
| 27 | COc1ccc(C)cc1NC(=O)c1cc2ccccc2o1 | 71* | 1 | 1.6 | -4 | 0 | -0.4 | -0.6 | 0 | 3 |
| 28 | COCCNC(=O)CSc1cc(=O)n(C)c2cc(Cl)ccc12 | 4 | 13 | 0.1 | 0 | -4 | 0.3 | 1.2 | 2 | 8 |
| 29 | Cc1cc(Nc2ccc(Cl)cc2)nc(N2CCOCC2)n1 | 1 | -8 | 2.6 | -11 | 0 | -0.8 | 0.5 | 0 | -1 |
| 30 | Cc1ccc(-c2nc(N)sc2-c2ccccc2)cc1C | 87* | 6 | 0.6 | -1 | -5 | -3.2 | -0.7 | -3 | 4 |

3 compounds already listed, ordered by the value under TRPML3 agonist, low to high.
cpd	smiles	TRPML3 agonist
30	Cc1ccc(-c2nc(N)sc2-c2ccccc2)cc1C	-0.7
17	CS(=O)(=O)Nc1ccc(C2=NN(C(=O)c3ccco3)C(c3ccccc3)C2)cc1 (configuration not stated)	-0.2
5	Cc1nn(C)c(=O)n1-c1ccc(Oc2ccccc2)cc1	0.3

Remaining list, next part:
| No. | structure | CHOP inh | PPC-1+TRAIL kill | TNF death inh | RBBP9 inh | Wee1 stabilizer | zfTRPN1 agonist | TRPML3 agonist | Ba/F3 V617F tox | BaF3 parental |
| --- | --- | --- | --- | --- | --- | --- | --- | --- | --- | --- |
| 31 | Cn1c(=O)c([N+](=O)[O-])c(NCc2ccccc2Cl)c2ccccc21 | 22 | 10 | -0.1 | -3 | 2 | -1.5 | -2.0 | 1 | -1 |
| 32 | S=C(NNC(=S)NC1CC2C=CC1C2)NC1CC2C=CC1C2 (configuration not stated) | 9 | 33 | 3.0 | -6 | -1 | 1.8 | 0.7 | -2 | 0 |
| 33 | COc1ccc(-c2cc(C(=O)c3c(N)n(C)c(=O)n(C)c3=O)c3ccccc3n2)cc1 | -23 | 77* | -8.9 | -10 | -2 | 0.6 | 0.6 | 5 | -2 |
| 34 | COCCOC(=O)c1c(NC(=O)CN(C)c2ccccc2)sc(C(N)=O)c1C | -17 | 16 | 1.9 | -9 | -2 | -2.1 | 0.0 | -2 | 4 |
| 35 | O=C1OCCN1C(=O)[C@H]1[C@H](c2ccc(Cl)cc2)C(c2cccc(Cl)c2)=NN1c1ccccc1 | 5 | 19 | -0.6 | -9 | 1 | 1.4 | 0.2 | 8 | 11 |
| 36 | Cc1ccccc1OCC(=O)OCC(=O)Nc1ccc(N2CCOCC2)cc1 | -7 | 8 | 1.8 | -7 | 0 | 0.5 | 0.8 | 2 | 2 |
| 37 | NS(=O)(=O)c1ccc(NCc2ccccc2OCc2ccc(F)cc2)cc1 | 42 | 6 | -1.2 | -6 | -3 | 0.6 | -1.5 | 0 | 6 |
| 38 | Cc1noc(C)c1COc1ccc2ccc(=O)oc2c1 | 2 | -6 | -0.5 | -2 | -1 | -0.8 | -0.1 | 6 | 8 |
| 39 | O=C(CSc1n[nH]c(-c2ccccc2)n1)Nc1ncc(Br)cc1Br | 47 | 2 | -1.0 | 2 | 0 | 0.3 | 0.6 | -4 | 3 |
| 40 | O=C(CSc1nc2ccccc2s1)Nc1cc(S(=O)(=O)N2CCOCC2)ccc1O | -14 | 6 | 0.1 | -3 | 1 | -0.5 | -0.3 | -6 | 0 |
| 41 | CCNS(=O)(=O)c1cc(Br)ccc1OC | 2 | 17 | -0.4 | -9 | 0 | -0.9 | 0.8 | 0 | 7 |
| 42 | CCOc1ccc(S(=O)(=O)N/N=C(\C)Cc2ccc(OC)cc2)cc1 | 3 | 18 | 0.8 | 0 | 1 | 0.0 | 1.1 | 3 | 10 |
| 43 | COc1ccc(C)c(-n2c(=O)n(Cc3ccccc3)c(=O)c3[nH]cnc32)c1 | 1 | 0 | -2.1 | -5 | 0 | -0.7 | -0.1 | -1 | -1 |
| 44 | O=C(NCCCN1CCCC1=O)c1ccc(Cl)c(NS(=O)(=O)c2ccc(F)cc2)c1 | -12 | 18 | 0.6 | 1 | 1 | 1.2 | 0.6 | 0 | 5 |
| 45 | CCOC(=O)NC(=O)CSc1cc(C)c2cc(C)cc(C)c2n1 | 19 | 22 | 2.3 | -11 | -1 | -2.7 | -0.3 | -2 | -1 |
| 46 | Cc1c(Cl)cccc1NC(=S)NCc1ccc2c(c1)OCO2 | 22 | 15 | -3.5 | -9 | 0 | -1.4 | 1.3 | 2 | 7 |
| 47 | COCCN(CCOC)C(=O)c1sc2nc(-c3ccccc3)cn2c1C | 53 | 0 | 0.5 | 4 | 0 | -0.6 | 1.2 | -3 | 3 |

By substructure: those above containing fluorine (two)
| No. | structure | CHOP inh | PPC-1+TRAIL kill | TNF death inh | RBBP9 inh | Wee1 stabilizer | zfTRPN1 agonist | TRPML3 agonist | Ba/F3 V617F tox | BaF3 parental |
| --- | --- | --- | --- | --- | --- | --- | --- | --- | --- | --- |
| 37 | NS(=O)(=O)c1ccc(NCc2ccccc2OCc2ccc(F)cc2)cc1 | 42 | 6 | -1.2 | -6 | -3 | 0.6 | -1.5 | 0 | 6 |
| 44 | O=C(NCCCN1CCCC1=O)c1ccc(Cl)c(NS(=O)(=O)c2ccc(F)cc2)c1 | -12 | 18 | 0.6 | 1 | 1 | 1.2 | 0.6 | 0 | 5 |
